DDE Tn7 FP inh: inhibitors of Tn7 peptide binding to human fibrin DD(E); P02675; FP displacement of FITC-Tn7 peptide from fibrin DD(E); 0% = median of compound wells per plate; inhibition, % at 8.3 µM; 370,000 compounds, 0.13% hits; AID 720508;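 active means inhibition above the mean of compounds falling within the control limits plus 3 SD of them, cut at about 14% in these data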;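 further: 0% = plate median of compound wells and 100% = 10 µM Aha-Tn7 peptide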
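Test system: human clot-derived fibrin DD(E) complex / Quantity: 2 µM final DD(E) protein / Incubation: 10 min plus 3 h, room temperature / Measured by: fluorescence polarization / Benchmarks: high control of 10 µM Aha-Tn7 peptide / Replicates: singlicate testing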
LEDGF integ inh: blocks HIV-1 LEDGF/p75-dependent DNA integration; TR-FRET IN-LEDGF/p75 DNA integration, Eu/Cy5; inhibition, % at 3.7 µM; 370,000 compounds, 0.64% hits; AID 743269;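 active means inhibition above the screen-wide mean plus 3 SD, cut at about 13% in these data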;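 further: signal is the Cy5 over europium emission ratio at 671 and 618 nm; 0% = plate median of compound wells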
SIAE primary: human SIAE inhibition, primary screen | Q9HAT2 | SIAE FP-Rh probe binding, fluorescence polarization | inhibition, % at 9.66 µM | 370,000 compounds, 0.69% hits | AID 1053197;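 active means inhibition above a cutoff: mean of compounds within the control limits plus 3 SD of those, cut at about 17% in these data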;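 further: 0% = plate median of compound wells and 100% = probe without SIAE protein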
PRMT1 inh: PRMT1 (human) inhibition, primary screen. recombinant PRMT1, activity-based probe fluorescence polarization. inhibition, % at 2.79 µM. 370,000 compounds, 1.3% hits. AID 652257;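 active means inhibition above about 21% made by adding two undisclosed values, limit read from the data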
Target sequence (Q99873 whole entry, looked up): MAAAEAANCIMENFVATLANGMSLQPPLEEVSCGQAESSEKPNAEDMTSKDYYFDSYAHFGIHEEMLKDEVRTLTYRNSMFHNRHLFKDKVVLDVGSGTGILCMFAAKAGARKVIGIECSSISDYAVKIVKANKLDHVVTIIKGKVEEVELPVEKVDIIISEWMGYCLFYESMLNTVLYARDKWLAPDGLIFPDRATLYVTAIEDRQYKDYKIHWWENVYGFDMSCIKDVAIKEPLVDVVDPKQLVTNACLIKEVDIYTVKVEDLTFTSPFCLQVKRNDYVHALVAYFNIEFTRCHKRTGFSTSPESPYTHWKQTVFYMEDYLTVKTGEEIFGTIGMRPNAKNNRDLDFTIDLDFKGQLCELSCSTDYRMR
HTRA1 inhibitor: HTRA1 (human) protease inhibition | Q92743 | recombinant HTRA1, FP-rhodamine activity-based probe, fluorescence polarization | inhibition, % at 5.96 µM | 340,000 compounds, 0.5% hits | AID 504803; in the data active means inhibition above about 36%;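 further: 0% = enzyme with DMSO and 100% = wells lacking enzyme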
TCR CD3 inh: inhibitors of human TCR-CD3 interaction; TAMRA-labeled TCR probe fluorescence, biochemical; inhibition, % at 9.4 µM; 360,000 compounds, 0.37% hits; AID 651800; in the data active means inhibition above about 19%;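 further: recombinant mutant TCR 2C K166C tagged with TAMRA read by polarization; 0% = receptor in buffer alone and 100% = receptor with positive control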
UHRF1 MBD2 ctr: blocks human UHRF1 binding to methylated DNA; 370,000 compounds, 0.75% hits; Q96T88; UHRF1 binding to methylated oligo, TR-FRET; inhibition, % at 4.4 µM; in the data active means inhibition above about 21%;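 further: UHRF1 SRA domain binding a hemimethylated CpG hairpin DNA probe; 0% = median of test compound wells and 100% = reference inhibitor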
TDP2 absorb: TDP2 (human) inhibition, absorbance primary screen; 370,000 compounds, 0.34% hits; inhibition, % at 12.8 µM; O95551; AID 720702; recombinant TDP2, T5PNP hydrolysis, p-nitrophenol absorbance 415 nm;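 active means inhibition above the mean of all tested compounds plus 3 SD, set per campaign, cut at about 25% in these data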;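 further: 0% = DMSO with enzyme and 100% = buffer with substrate but no TDP2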
Target sequence (O95551 whole entry, looked up): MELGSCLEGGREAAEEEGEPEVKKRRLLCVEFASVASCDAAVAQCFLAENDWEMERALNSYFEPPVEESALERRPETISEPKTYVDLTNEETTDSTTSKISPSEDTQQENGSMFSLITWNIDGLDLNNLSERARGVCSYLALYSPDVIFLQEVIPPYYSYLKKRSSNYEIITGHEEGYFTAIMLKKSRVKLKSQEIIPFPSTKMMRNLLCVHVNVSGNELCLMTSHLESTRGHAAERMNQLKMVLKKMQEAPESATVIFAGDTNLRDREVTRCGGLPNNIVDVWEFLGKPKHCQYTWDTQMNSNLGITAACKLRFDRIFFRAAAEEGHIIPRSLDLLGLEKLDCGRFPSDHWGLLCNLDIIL
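Evaluation: % inhibition relative to enzyme-containing and enzyme-free wells. Material: recombinant human TDP2. Benchmarks: enzyme-free and DMSO wells. Timing: enzyme reaction with compound for 2 h at 37 °C. Compound dosing: 12.8 µM only. Measured by: p-Nitrophenol epi absorbance. Reagent: T5PNP substrate at 5 mM, a TopII-DNA adduct mimic. Replication: single well per compound.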
PG9 Ab binder: small molecules binding HIV-1 gp120 antibody PG9; TR-FRET gp120-PG9 antibody binding; inhibition, % at 6.7 µM; 360,000 compounds, 0.43% hits; AID 624416; in the data active means inhibition above about 8.5%
ABHD4 inh: inhibits mouse alpha/beta hydrolase domain 4 | AID 720543 | purified mABHD4, FP-Rh probe fluorescence polarization | 370,000 compounds, 0.54% hits | inhibition, % at 8.92 µM;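 active means inhibition exceeding the mean over every tested compound plus 3 SD, cut at about 30% in these data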;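 further: 0% = plate median of compound wells and 100% = S159A mutant with DMSO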
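assay system = mABHD4 protein | compound dosing = single nominal dose of 8.92 µM, 0.89% DMSO final | read-out basis = percent inhibition of probe binding, normalized to plate controls | schedule = Enzyme–compound pre-incubation 45 min, then probe 60 min, both 25 °C | detection = fluorescence polarization, excitation 525 nm, emission 598 nm, BODIPY TMR filters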
* hit, by the source's call; . = no result given.

| SMILES | DDE Tn7 FP inh | LEDGF integ inh | SIAE primary | PRMT1 inh | HTRA1 inhibitor | TCR CD3 inh | UHRF1 MBD2 ctr | TDP2 absorb | PG9 Ab binder | ABHD4 inh |
| --- | --- | --- | --- | --- | --- | --- | --- | --- | --- | --- |
| O=C1NCCN1CCNc1nc(NCC2CC2)nc2cc(-c3ccccc3)sc12 | 4.4 | -2.1 | -5.2 | 1.1 | . | -3.1 | 0.3 | -5.6 | -0.8 | 13.2 |
| O=C(Nc1ccc(Cl)cc1)Nc1nnc(CSc2ccc(Cl)cc2)s1 | 0.5 | 0.1 | -5.8 | -0.7 | 4.8 | 0.8 | -2.0 | 4.7 | -1.9 | 1.9 |
| Cc1oc(CC(C)C)c(CN)c1C(=O)O | -1.0 | -4.6 | 7.0 | -1.1 | -6.2 | 8.0 | -3.0 | 6.5 | -2.6 | -7.8 |
| COc1ccc(C)cc1NC(=O)COC(=O)C1CCN(C(=O)c2ccc(Cl)cc2)CC1 | -2.7 | -4.7 | -3.7 | 7.8 | -11.0 | -2.4 | 3.1 | -6.3 | 1.8 | -0.6 |
| Cn1c(SCC(=O)Nc2ccc(Cl)cc2)nnc1C1CC1 | 1.0 | 2.5 | 0.3 | -2.0 | -6.3 | 2.0 | -0.8 | 6.3 | 2.7 | 3.1 |
| COc1ccc(OCC(=O)N2CCN(C(=O)Cc3ccccc3)CC2)cc1 | -3.0 | 0.7 | -1.3 | -1.1 | 9.4 | 3.3 | 0.9 | -5.5 | -1.0 | -0.2 |
| CCC(C)c1ccc(NC(=O)NCc2cccnc2)cc1 (stereo not given) | -0.1 | -7.0 | -8.7 | 3.0 | -6.8 | 6.8 | 4.9 | -14.0 | 0.0 | -7.0 |
| O=C(/C=C/c1c(Cl)cccc1Cl)Nc1ccncc1 | -7.7 | 1.1 | -14.9 | 4.3 | -39.6 | -2.6 | -0.9 | 6.0 | -1.3 | -6.6 |
| CCOC(=O)C1CCN(C(=O)c2cc3cc(Br)ccc3oc2=O)CC1 | -2.5 | 2.9 | -0.3 | -0.9 | 6.4 | 1.4 | -0.5 | 5.8 | -1.8 | -4.1 |
| Cc1ccccc1CSc1ccc(-c2ccc3c(c2)OCO3)nn1 | 4.5 | -1.3 | 7.1 | 2.0 | -22.9 | -0.8 | 0.3 | -7.0 | -3.1 | -20.4 |
| COC(=O)[C@@H](NC(=O)NCc1ccc(F)cc1)C(C)C | 7.2 | -1.4 | 6.8 | 0.7 | 5.4 | 9.0 | -0.7 | 10.7 | -1.1 | -10.5 |
| CC(=O)c1ccc2cc3c(cc2c1)OCO3 | -2.1 | 0.3 | 0.0 | -1.4 | 1.9 | 3.2 | -0.8 | 5.9 | -0.6 | 0.4 |
| CN(C)C(=O)NC1C=CS(=O)(=O)C1 (stereo not given) | 6.7 | -1.9 | -0.5 | -1.5 | 0.2 | 2.8 | -0.6 | 5.9 | -1.4 | 4.6 |
| O=C(Cn1c(=S)nc2ccccn21)N1CCc2ccccc2C1 | 0.1 | -3.3 | -1.8 | 1.3 | -3.6 | 0.2 | -2.8 | -2.0 | 0.1 | 0.4 |
| Cc1ccccc1-c1cc(C(=O)NCc2ccc(OC(F)(F)F)cc2)nn1CC1CC(c2cccc([N+](=O)[O-])c2)=NO1 (stereo not given) | 1.1 | -1.6 | 0.6 | 2.1 | -32.9 | 3.3 | 3.3 | -7.6 | -2.8 | -14.2 |
| O=C1CCCN1c1ccc(S(=O)(=O)Oc2cccc(Cl)c2)cc1[N+](=O)[O-] | -6.3 | -3.5 | -8.6 | -2.8 | -4.8 | -10.7 | 4.6 | -16.9 | 1.1 | -2.6 |
| O=C(COc1ccccc1Cl)NNC(=O)c1ccc2c(=O)n3c(nc2c1)CCC3 | -4.4 | -0.7 | -3.4 | -1.3 | 8.0 | 1.9 | -0.3 | -10.7 | 0.8 | -3.9 |
| CC1=C(C(=O)OCC2CCCCC2)C(c2ccc(F)cc2)NC(=O)N1 (stereo not given) | 3.4 | -3.6 | -1.2 | 1.0 | -25.2 | -2.1 | 2.2 | 4.9 | 1.5 | -2.9 |
| CSc1ncccc1C(=O)N1CCCC(Nc2ccc(F)c(F)c2)C1 (stereo not given) | 4.3 | 2.3 | 7.2 | 2.5 | 10.8 | 3.4 | -1.7 | 4.1 | -0.5 | 0.4 |
| Brc1ccc(-c2noc(CCc3ccccc3)n2)cc1 | -2.4 | -3.1 | -1.7 | 0.4 | -8.1 | 3.1 | -1.7 | 7.4 | -0.8 | -2.1 |
| CCc1ccc(/C=C(\Cl)c2nc3cc(Cl)ccc3c(=O)[nH]2)cc1 | -4.6 | 3.7 | 0.9 | 2.5 | -5.9 | 7.8 | -0.6 | 5.0 | -1.6 | 2.8 |
| O=C(O)c1ccc(/C=C/c2nc3sc4c(c3c(=O)[nH]2)CCC4)cc1 | 1.7 | -0.8 | 4.6 | -1.5 | -0.5 | -4.6 | 0.4 | 17.1 | -2.5 | -3.6 |
| CC1(C)CC(=O)C2=C(C1)N(c1ccccc1)C(=O)C2(O)C(F)(F)F (stereo not given) | -7.3 | 2.1 | 1.0 | 1.5 | 7.4 | 1.1 | 3.7 | 7.4 | 0.3 | 7.3 |

In the list so far, six contain four or more nitrogen atoms:
| SMILES | DDE Tn7 FP inh | LEDGF integ inh | SIAE primary | PRMT1 inh | HTRA1 inhibitor | TCR CD3 inh | UHRF1 MBD2 ctr | TDP2 absorb | PG9 Ab binder | ABHD4 inh |
| --- | --- | --- | --- | --- | --- | --- | --- | --- | --- | --- |
| O=C1NCCN1CCNc1nc(NCC2CC2)nc2cc(-c3ccccc3)sc12 | 4.4 | -2.1 | -5.2 | 1.1 | . | -3.1 | 0.3 | -5.6 | -0.8 | 13.2 |
| O=C(Nc1ccc(Cl)cc1)Nc1nnc(CSc2ccc(Cl)cc2)s1 | 0.5 | 0.1 | -5.8 | -0.7 | 4.8 | 0.8 | -2.0 | 4.7 | -1.9 | 1.9 |
| Cn1c(SCC(=O)Nc2ccc(Cl)cc2)nnc1C1CC1 | 1.0 | 2.5 | 0.3 | -2.0 | -6.3 | 2.0 | -0.8 | 6.3 | 2.7 | 3.1 |
| O=C(Cn1c(=S)nc2ccccn21)N1CCc2ccccc2C1 | 0.1 | -3.3 | -1.8 | 1.3 | -3.6 | 0.2 | -2.8 | -2.0 | 0.1 | 0.4 |
| Cc1ccccc1-c1cc(C(=O)NCc2ccc(OC(F)(F)F)cc2)nn1CC1CC(c2cccc([N+](=O)[O-])c2)=NO1 (stereo not given) | 1.1 | -1.6 | 0.6 | 2.1 | -32.9 | 3.3 | 3.3 | -7.6 | -2.8 | -14.2 |
| O=C(COc1ccccc1Cl)NNC(=O)c1ccc2c(=O)n3c(nc2c1)CCC3 | -4.4 | -0.7 | -3.4 | -1.3 | 8.0 | 1.9 | -0.3 | -10.7 | 0.8 | -3.9 |
